Screens: PubChem BioAssay, several laboratories
MEKK2 WT-MEK5 – raises or lowers MEK5 binding to wildtype human MEKK2 PB1 domain. Q9Y2U5. bead flow cytometry, Alexa488-MEK5 binding to MEKK2 WT; actives lie on both sides. binding response (% of control), % at 10 µM. actives 1.1% (n = 290,000); in the data active = binding response below about 67% or above about 130%
GalR3 antag – human GalR3 antagonism; O60755; HEK293 GalR3-CNG cAMP membrane potential fluorescence; galR3 body fused to GalR1 C-terminus; inhibition, % at 3 µM; actives 0.44% (n = 360,000);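 active = inhibition above the screen-wide average plus 3 SD, cut at about 13% in these data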;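 note: forskolin and galanin both at EC90 stimulate the cells; cAMP rise reported by CNG channel membrane potential dye signal; 0% = forskolin plus galanin with DMSO and 100% = forskolin alone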
V1aR counter – counter-screen for oxytocin receptor agonists: human V1a receptor agonists; AID 2797; activation, % at 3 µM; CHO-V1R cells, Fluo-8 calcium fluorescence, agonist mode; 0% DMSO, 100% 3 nM vasopressin; actives 0.25% (n = 320,000); P37288;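 active = activation above the mean activation of all tested compounds plus 3 SD, per screening run, cut at about 20% in these data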;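 note: signal is peak over basal fluorescence ratio across a 100 second FLIPR read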
OXTR ag – human OXTR agonism; P30559; CHO-OTR cells, Fluo-8 calcium fluorescence; normalized: DMSO 0%, oxytocin 100%; activation, % at 3 µM; actives 0.32% (n = 320,000);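 active = activation above the mean of all tested compounds plus 3 SD, cutoff set per screening run, cut at about 20% in these data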;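 note: peak over basal fluorescence ratio from a 100 s FLIPR kinetic read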
MEKK3 PB1 HTS – MEKK3-MEK5 PB1 interaction, increase or decrease | bead-based flow cytometry, Alexa488-MEK5 binding to MEKK3; actives lie on both sides; 0 = blocked by unlabeled MEK5, 100 = vehicle | binding response (% of control), % at 10 µM | actives 1.4% (n = 290,000) | AID 1529;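 active = binding response more than 3 SD above or below the average of its plate-row segment, actives on both sides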;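 note: Alexa488 bead fluorescence after subtracting the streptavidin-only scavenger bead signal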
Target sequence (Q99759 whole entry, looked up): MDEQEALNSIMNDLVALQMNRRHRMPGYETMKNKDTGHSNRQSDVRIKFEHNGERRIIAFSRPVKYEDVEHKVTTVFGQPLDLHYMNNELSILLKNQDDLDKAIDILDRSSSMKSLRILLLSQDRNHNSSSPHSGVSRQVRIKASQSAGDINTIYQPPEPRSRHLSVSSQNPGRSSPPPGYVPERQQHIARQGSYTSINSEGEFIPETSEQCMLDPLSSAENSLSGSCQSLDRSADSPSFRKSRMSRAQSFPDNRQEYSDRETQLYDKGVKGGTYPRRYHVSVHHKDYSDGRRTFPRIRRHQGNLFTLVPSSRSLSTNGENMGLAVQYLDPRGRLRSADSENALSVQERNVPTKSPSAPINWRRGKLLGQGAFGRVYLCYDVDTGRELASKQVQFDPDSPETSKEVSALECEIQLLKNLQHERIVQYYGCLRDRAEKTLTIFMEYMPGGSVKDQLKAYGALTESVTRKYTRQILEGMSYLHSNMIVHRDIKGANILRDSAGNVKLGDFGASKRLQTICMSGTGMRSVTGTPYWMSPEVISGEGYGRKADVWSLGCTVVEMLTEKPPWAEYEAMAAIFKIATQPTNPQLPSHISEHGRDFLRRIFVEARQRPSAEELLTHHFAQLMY
MEKK2mut PB1 HTS – signal of MEK5 binding to mutant human MEKK2 PB1 domain; bead flow cytometry, Alexa488-MEK5 binding to MEKK2 mutant; percent response, % at 10 µM; actives 0.35% (n = 290,000); AID 1530; in the data active = percent response above about 24%, passing the limit was not always enough; note: inactives centre near 1; some results filed as inactive read as strong as hits; reference of the scale not given here
GPR7 antag – human neuropeptides B/W receptor 1 antagonism; P48145; GPR7-expressing cells, fluorescence antagonist assay; inhibition, % at 4.4 µM; actives 1.1% (n = 290,000); in the data active = inhibition above about 16%, passing the limit was not always enough;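 note: cells stimulated with the agonist NPW; 0% = agonist with vehicle and 100% = vehicle without agonist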
PHOSPHO1 block – inhibitors of human PHOSPHO1 phosphatase. recombinant PHOSPHO1, absorbance phosphatase assay. inhibition, % at 13.3 µM. actives 1.1% (n = 290,000). AID 1565. Q8TCT1; in the data active = inhibition above about 60%
Target sequence (Q8TCT1 whole entry, looked up): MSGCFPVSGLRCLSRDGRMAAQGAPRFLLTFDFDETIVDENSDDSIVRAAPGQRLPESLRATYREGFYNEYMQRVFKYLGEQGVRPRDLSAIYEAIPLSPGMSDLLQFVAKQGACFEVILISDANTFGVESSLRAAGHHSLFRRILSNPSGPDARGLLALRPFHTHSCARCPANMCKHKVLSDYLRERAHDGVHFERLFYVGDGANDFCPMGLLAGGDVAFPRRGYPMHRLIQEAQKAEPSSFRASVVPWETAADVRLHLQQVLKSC
NALP1 yeast inh – blocks the NALP1 inflammasome reconstituted in yeast. S. cerevisiae NALP1/ASC/caspase-1 growth, X-gal OD620, 72 h. inhibition, % at 10 µM. actives 0.61% (n = 280,000); in the data active = inhibition mostly above about 24%, no sharp cut-off; inactive = mostly below about 32%; note: some compounds called inactive have numbers as strong as hits
Starred values were filed as active, the others as inactive; . = not tested or not shown; [ ] = another dose, or the depositor's remark. Compounds were not picked by outcome. About 5.4% of those tested had a hit in this group.

SMILES | MEKK2 WT-MEK5 | GalR3 antag | V1aR counter | OXTR ag | MEKK3 PB1 HTS | MEKK2mut PB1 HTS | GPR7 antag | PHOSPHO1 block | NALP1 yeast inh
CCc1[nH]nc(C(=O)N2CCCC(CO)(Cc3ccc(F)cc3F)C2)c1C (configuration not stated) | 106 | 3 | 6.0 | 6.9 | 102 | 0 | 5 | 18 | 15
Cn1cnnc1SCC(=O)NNC(=O)COc1ccc(Cl)cc1 | 97 | -2 | 0.8 | 0.6 | 99 | 1 | -4 | -1 | 9
CN(C)CCCNS(=O)(=O)c1ccc(-n2nnc3ccccc32)c([N+](=O)[O-])c1 | 124 | -9 | -0.2 | 0.0 | 102 | 12 | 2 | 36 | 7
CCCNC(=O)COc1coc(CN2CCN(c3cccc(Cl)c3)CC2)cc1=O | 107 | 3 | 1.2 | 0.2 | 103 | 0 | -4 | 26 | -6
CCc1ccc(-c2cc3c(=O)n(CC(=O)NCCCN4CCN(C)CC4)ncn3n2)cc1 | 108 | -1 | 1.5 | -1.2 | 101 | -1 | 0 | 13 | 26
Cc1ccc(SCC(=O)NCc2ccncc2)cc1 | 100 | -4 | 0.4 | -1.8 | 93 | 1 | -5 | 7 | 19
O=C(Cc1ccc2ccccc2c1)Nc1ccccc1Br | 99 | -9 | -1.8 | -1.7 | 93 | 2 | -10 | 1 | 8
CC1CCCN(C(=O)Cn2cnc3c2c(=O)n(C)c(=O)n3C)C1 (configuration not stated) | 110 | -2 | 1.6 | 1.2 | 105 | 10 | 7 | 4 | -4
O=C(c1cc(S(=O)(=O)N2CCOCC2)c(Cl)cc1Cl)N1CCCCC1CO (configuration not stated) | 101 | -3 | -0.9 | 0.4 | 104 | 13 | -16 | 28 | -3
CC(=O)NCCOc1cccc2ccccc12 | 106 | -4 | -0.3 | -0.8 | 100 | 3 | -16 | 4 | 20
CCn1c(SCC(=O)Nc2ccc(OC)c(OC)c2)nnc1-c1ccco1 | 104 | -1 | -0.1 | -0.2 | 98 | 4 | -8 | 11 | -3
C=CCn1c(SCC(=O)NC2CCCC2)nc2c([nH]c3ccccc32)c1=O | 104 | -2 | 0.3 | 0.9 | 99 | 7 | -9 | 48 | 21
COc1ccc(CC(CC(=O)O)C(=O)NCc2ccccc2)cc1 (configuration not stated) | 95 | -6 | -0.1 | 0.8 | 96 | -7 | 8 | -8 | 2
Cc1ccc(OCC(=O)NC2CCCc3ccccc32)c(C)c1 (configuration not stated) | 95 | 2 | -0.6 | -1.8 | 92 | -3 | -4 | 16 | 35
C[C@@H]1O[C@@H](Oc2c(-c3cc(O)c(O)c(O)c3)oc3cc(O)cc(O)c3c2=O)[C@H](O)[C@H](O)[C@H]1O | 98 | 1 | -0.5 | -0.1 | 103 | 4 | 8 | 13 | -12
CCc1cc(=O)oc2cc(C)cc(OCC(=O)NC(Cc3c[nH]c4ccc(O)cc34)C(=O)O)c12 (configuration not stated) | 103 | -3 | -0.4 | 0.0 | 102 | -1 | 2 | 34 | 11
Cc1nccn1CC(=O)N/N=C/c1cc(Br)cs1 | 92 | -4 | 0.7 | 0.0 | 90 | -4 | -1 | 46 | 8
CCCCn1c(=O)[nH]c(=O)c2c1nc(-c1ccc(OC(F)F)c(OC)c1)n2C | 100 | 4 | 0.0 | -1.6 | 101 | -2 | -18 | 30 | -5
COc1ccccc1NS(=O)(=O)c1cc(NC(=O)c2ccncc2)ccc1N1CCOCC1 | 95 | -4 | 2.4 | 0.9 | 90 | -4 | 14 | 3 | 21
N#C/C(=C\c1cc2c(cc1Br)OCO2)c1ccc(C(=O)O)cc1 | 109 | 17* | 1.2 | 2.6 | 108 | 8 | -8 | 20 | 7
COC(=O)c1sc(-c2ccc(Cl)cc2)cc1NC(=O)c1ccccc1C(=O)O | 67 | -1 | 0.6 | 0.7 | 66*[inhibitor] | -14 | -6 | 43 | .
CCC(=O)N(CC)c1nc(-c2ccc(OC)cc2)cs1 | 99 | -2 | 1.8 | 4.8 | 102 | -4 | 27* | 28 | 20
CSc1nc(-c2ccccc2)nc(N2CCN(C)CC2)c1C(C)=O | 114 | 2 | 1.2 | 1.8 | 100 | 16 | 4 | 23 | 34*
O=C(c1ccoc1)N1CCC2(CC1)Oc1ccc(F)cc1C(=O)C21CC(c2ccc(Cl)cc2)=NO1 (configuration not stated) | 87 | -5 | 1.4 | 0.1 | 96 | 3 | . | 22 | 0
CCSc1ccc(NC(=O)c2cccnc2)cc1 | 106 | 2 | 0.5 | -0.2 | 101 | 1 | 18 | 49 | 13

Some of the entries above in a different format:
CCC(=O)N(CC)c1nc(-c2ccc(OC)cc2)cs1
  MEKK2 WT-MEK5: 99; GalR3 antag: -2; V1aR counter: 1.8; OXTR ag: 4.8; MEKK3 PB1 HTS: 102; MEKK2mut PB1 HTS: -4; GPR7 antag: 27*; PHOSPHO1 block: 28; NALP1 yeast inh: 20
CSc1nc(-c2ccccc2)nc(N2CCN(C)CC2)c1C(C)=O
  MEKK2 WT-MEK5: 114; GalR3 antag: 2; V1aR counter: 1.2; OXTR ag: 1.8; MEKK3 PB1 HTS: 100; MEKK2mut PB1 HTS: 16; GPR7 antag: 4; PHOSPHO1 block: 23; NALP1 yeast inh: 34*

New compounds follow.
SMILES | MEKK2 WT-MEK5 | GalR3 antag | V1aR counter | OXTR ag | MEKK3 PB1 HTS | MEKK2mut PB1 HTS | GPR7 antag | PHOSPHO1 block | NALP1 yeast inh
Cc1[nH]n2c(=O)cc(Cc3ccccc3)nc2c1C#N | 105 | -4 | -0.2 | -0.1 | 107 | 5 | -7 | -14 | 32
CSc1nnc(-c2cnccn2)n1C | 108 | . | 0.8 | 1.9 | 106 | 12 | -11 | 23 | 3
COc1ccccc1CNC(=O)C1CCC(CNc2c(N3CCCCC3)c(=O)c2=O)CC1 (configuration not stated) | 107 | -5 | -0.2 | -0.5 | 109 | 9 | -14 | 8 | .
CC(C)N(Cc1nc(-c2ccc(Cl)cc2)no1)C(=O)c1cccs1 | 90 | -7 | -0.7 | -1.8 | 96 | -4 | -6 | 0 | -8
CCCCCc1ccc(-c2cn(Cc3ccc4ccccc4c3)nn2)cc1 | 111 | -4 | 0.6 | 0.2 | 105 | 0 | 2 | -24 | 3
COc1ccc(N2C(=O)NC(NS(=O)(=O)c3ccccc3)(C(F)(F)F)C2=O)cc1 (configuration not stated) | 102 | -4 | 0.5 | 2.3 | 101 | 10 | -14 | 43 | 9
O=C(Nc1nc(-c2ccccn2)cs1)C1CC(=O)N(c2ccc3c(c2)OCCO3)C1 (configuration not stated) | 104 | 0 | 2.9 | 0.6 | 104 | -1 | -5 | 4 | 17
Cc1cc(C)c2c(=O)[nH]c(SCC(=O)Nc3ccccc3)nc2n1 | 109 | -1 | -0.2 | -0.9 | 105 | 9 | -8 | 4 | 10
COc1ccc(N2C(=O)CN(Cc3ccc(OC)c(OC)c3)C2=S)cc1 | 94 | -6 | 0.5 | -0.9 | 94 | -6 | 1 | -24 | 15
CC(C)N(Cc1ccccc1)CC(O)COc1ccc(S(=O)(=O)N2CCOCC2)cc1Cl (configuration not stated) | 96 | 3 | 0.6 | -0.3 | 90 | -6 | 9 | 20 | 17
CCOC(=O)CN1C(=O)N[C@@H](c2ccco2)C(C(C)=O)=C1C | 90 | -7 | 1.1 | -0.4 | 98 | -6 | . | . | .
Cc1ccc(C(=O)COc2nc(C)cc(C)c2C#N)cc1 | 103 | 0 | -0.7 | -1.8 | 109 | 2 | -1 | -10 | 3
Cc1ccccc1C(=O)NNS(=O)(=O)c1cccc([N+](=O)[O-])c1 | 101 | -7 | 0.3 | -0.1 | 102 | 1 | -7 | -1 | 0
O=C(NC(=O)c1ccccc1)OCC1CCCN2CCCCC12 (configuration not stated) | 118 | -3 | 0.9 | -0.5 | 104 | 14 | -9 | -12 | -3
O=[N+]([O-])c1cc(/C=N/O)ccc1Oc1ccccc1Cl | 105 | 0 | -1.4 | -1.9 | 97 | -5 | -4 | 37 | 25
COc1ccc(C(=O)N=C2SC3CS(=O)(=O)CC3N2c2ccc(C(C)=O)cc2)cc1 (configuration not stated) | 98 | -4 | 0.1 | 1.6 | 97 | -2 | -13 | 45 | 17
COc1ccc(OC)c(Nc2nc(-c3ccc(O)c(O)c3)cs2)c1 | 102 | . | 0.1 | 1.1 | 111 | 15 | 7 | 18 | -6
CCCCN(CCCC)C(=O)c1cc(Cl)ccc1[N+](=O)[O-] | 99 | -3 | -0.7 | -3.0 | 97 | 1 | -5 | 0 | 15
C=CCOC(=O)c1sc(NC(=O)c2ccco2)nc1C | 98 | -4 | 0.1 | -1.7 | 101 | 4 | -14 | -2 | 5
CCn1cc(C(=O)N2CCCC2)c(=O)c2cc(S(=O)(=O)N3CCOCC3)ccc21 | 100 | -3 | 0.5 | 1.9 | 101 | 1 | -14 | -11 | .
O=C(N/N=C/c1ccc(-c2ccccc2C(=O)O)o1)c1cccs1 | 101 | -1 | 0.2 | -0.6 | 99 | -1 | -16 | 17 | 12
COc1ccc2c(c1)O[C@@H](c1cccc(C(F)(F)F)c1)[C@H](OC(=O)NCCc1ccc(OC)c(OC)c1)C2=O | 93 | . | -0.2 | -0.2 | 93 | -4 | -11 | -6 | 32
CCC1COCCS(=O)(=O)N1Cc1cccc(C(F)(F)F)c1 (configuration not stated) | 106 | -2 | 1.0 | -1.1 | 102 | 0 | -1 | -2 | 1
CCN(CC)S(=O)(=O)c1cc(NC(=O)C(C)OC(=O)c2[nH]c(C)c(C(C)=O)c2C)ccc1C (configuration not stated) | 105 | -1 | 3.0 | -0.1 | 100 | 2 | 0 | -10 | 31
O=C(c1cc(-c2ccc(Br)cc2)on1)N1CCc2ccccc2C1 | 103 | -10 | -0.4 | 0.8 | 99 | -3 | 19 | 40 | 33

Pulled by structure from the entries so far:
SMILES | MEKK2 WT-MEK5 | GalR3 antag | V1aR counter | OXTR ag | MEKK3 PB1 HTS | MEKK2mut PB1 HTS | GPR7 antag | PHOSPHO1 block | NALP1 yeast inh
CC(C)N(Cc1nc(-c2ccc(Cl)cc2)no1)C(=O)c1cccs1 | 90 | -7 | -0.7 | -1.8 | 96 | -4 | -6 | 0 | -8
CCCCCc1ccc(-c2cn(Cc3ccc4ccccc4c3)nn2)cc1 | 111 | -4 | 0.6 | 0.2 | 105 | 0 | 2 | -24 | 3

Going on with the list:
SMILES | MEKK2 WT-MEK5 | GalR3 antag | V1aR counter | OXTR ag | MEKK3 PB1 HTS | MEKK2mut PB1 HTS | GPR7 antag | PHOSPHO1 block | NALP1 yeast inh
Cc1cc(=O)[nH]c(N2CCN(C(=O)c3ccco3)CC2)n1 | 104 | -9 | 0.3 | 0.3 | 103 | 3 | -6 | 25 | 6
Cc1cccc(NC(=O)CN(C)S(=O)(=O)c2ccc(Br)cc2)n1 | 100 | -7 | 0.0 | -1.1 | 106 | 6 | -4 | 5 | 14
COC(=O)c1ccc(NC(=O)C(=O)c2c[nH]c3ccccc23)cc1 | 104 | -5 | 0.4 | -0.4 | 103 | 4 | -5 | -34 | -9
O=C(NC(=S)Nn1cnnc1)c1cccc(Br)c1 | 95 | -3 | 0.4 | -0.8 | 95 | 2 | -2 | 33 | 17
CCOC(=O)NC(=O)/C(C#N)=C(/C)N(C)C | 99 | 0 | 0.6 | 0.1 | 105 | -3 | -16 | 34 | 18
CC(C)c1ccc(/C=N/Nc2cc(N3CCOCC3)nc(N3CCOCC3)n2)cc1 | 105 | -12 | -0.2 | -1.2 | 101 | 0 | -12 | -12 | 34
